Assay outcomes from PubChem BioAssay.
hERG WT inh: inhibitors of human wildtype KCNH2 potassium channel | Q12809 | hit rate 0.37% among 340,000 | activity change, % at 1.84 µM | U2OS, BacMam KCNH2, thallium flux FluxOr; stronger effect = lower value;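 active = maximum activity change below -70%; inconclusive = maximum activity change between -70% and -50%; inactive = maximum activity change above -50%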; note: % is set by controls: 0 for no effect and ±100 for the full control effect
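U2OS cells were transduced with wild-type KCNH2 virus (2.03 x 10^8 / mL) for 4 h at room temperature, then cultured overnight at 37 C. Thallium flux was read with FluxOr dye. Rate constants were normalized to DMSO controls.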
MBNL1 CUG block: inhibitors of human MBNL1 binding to CUG repeat RNA; hit rate 0.036% among 280,000; AID 2675; TR-FRET MBNL1-His/biotin-(CUG)12 binding, 665/545 ratio; Potency, µM (series often up to 57.5 µM), inactives show at the top dose activity change, negative = inhibition, actives largely listed as inhibitors; active = well fitted inhibition curve with a large enough effect in the signal ratio, with a control signal flat, not every such curve was filed as active; inconclusive = small, poorly fitted or top-dose-only effect, or effect the other way, or a change in a side signal; inactive = no such curve, though single readings can be large or run the other way; the % refers to the signal ratio; note: potency is the fitted concentration of half-maximal effect; % is set by controls: 0 for no effect and ±100 for the full control effect
Target sequence (Q9NR56 whole entry, looked up): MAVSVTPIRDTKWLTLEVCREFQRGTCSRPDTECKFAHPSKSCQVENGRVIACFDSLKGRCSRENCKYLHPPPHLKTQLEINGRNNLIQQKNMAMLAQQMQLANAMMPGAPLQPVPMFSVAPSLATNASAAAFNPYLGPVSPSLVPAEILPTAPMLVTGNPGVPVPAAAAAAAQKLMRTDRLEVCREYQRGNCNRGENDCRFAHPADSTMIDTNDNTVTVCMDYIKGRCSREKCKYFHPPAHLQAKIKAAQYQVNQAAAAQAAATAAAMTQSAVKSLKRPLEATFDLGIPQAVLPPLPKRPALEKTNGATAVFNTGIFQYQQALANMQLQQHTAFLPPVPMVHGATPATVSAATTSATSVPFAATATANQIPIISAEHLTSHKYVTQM
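Inhibition of protein-RNA binding appears as loss of TR-FRET between terbium anti-His antibody on MBNL1-His and streptavidin-XL665 on biotin-(CUG)12. Activity is normalized to buffer-only and uninhibited-complex controls.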
FBPA coupling cs: counter-screen for Giardia aldolase inhibitors: coupling enzyme system; activity change, negative = inhibition, % at 58.2 µM, hits read low; hit rate 0.67% among 290,000; coupling enzyme system counterscreen, AmpLite Red fluorescence; in the data active = activity change below about -30%; note: % is set by controls: 0 for no effect and ±100 for the full control effect
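Counterscreen of the coupled detection system alone, without aldolase: glyceraldehyde-3-phosphate coupling enzymes plus AmpLite Red readout. Compounds at 57.5 uM final, 10 min RT preincubation, 20 min RT reaction, fluorescence 525/598 nm.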
MLL CXXC-DNA inh: inhibitors of human MLL CXXC domain-DNA interaction. MLL-CXXC / FITC-HOXA9 DNA fluorescence polarization. Potency, µM (highest dose often 115 µM), inactives show at the highest dose activity change, negative = inhibition, hits mostly inhibitors. hit rate 0.037% among 290,000. AID 2662; active = well fitted inhibition curve with a large enough effect in the polarisation, with a control signal flat, not every such curve was filed as active; inconclusive = small, poorly fitted or top-dose-only effect, or effect the other way, or a change in a side signal; inactive = no such curve, though single readings can be large or run the other way; the % refers to the polarisation; note: potency is the fitted concentration of half-maximal effect
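Fluorescence polarization: 7 uM MLL-CXXC (stock) preincubated 5 min with compounds, then 50 nM fluorescein-HOX-A9 DNA (stock) added; 30 min ambient. Buffer 50 mM Tris-HCl pH 7.5, 50 mM NaCl, 1 mM DTT, 0.05% BSA.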
KCNH2 3.1 block: KCNH2 3.1 (human) potassium channel inhibition; U2OS KCNH2 3.1, thallium flux FluxOr; stronger effect = lower value; activity change, % (tested at about 1.8 µM); hit rate 0.95% among 340,000;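 active = maximum activity change below -70%; inconclusive = maximum activity change from -70% to -50%; inactive = maximum activity change above -50%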;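 note: thallium influx rate constant from kinetic fluorescence after stimulation buffer; % is set by controls: 0 for no effect and ±100 for the full control effect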
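FluxOr-based Tl+ influx in U2OS cells transduced with KCNH2 3.1 virus; rate constants normalized to DMSO controls.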
AT treatment: potential ataxia-telangiectasia treatments restoring KAP-1 phosphorylation. […] A-T fibroblasts, KAP-1 phosphorylation AlphaLISA; neocarzinostatin DNA damage 30 min before lysis. Potency, µM (highest dose often 57.5 µM), for the others: at the highest dose activation, usual class: activators. hit rate 0.19% among 320,000; note: potency is the fitted concentration of half-maximal effect; % of control where 0% means no effect; nearly all actives have a fitted effect of over 45% in size
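ATM-like activity read as KAP-1 phosphorylation via AlphaLISA donor/acceptor antibody pairs after lysis and 6 hr at 25C. Cells were ATM-null patient fibroblasts ([…], hTERT), dosed 60 min, then exposed to the DSB inducer NCS for 30 min.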
TRPV1 ag: agonists of human vanilloid receptor 1 (TRPV1) | activation, % at 8.33 µM | TRPV1-expressing cells, Fluo-8 calcium influx, agonist mode | hit rate 0.19% among 320,000 | AID 540275; in the data active = activation above about 80%; inconclusive = between about 30% and that limit; note: 0% is about no effect
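TRPV1-expressing cells were cultured overnight at 35.5C and loaded with Fluo-8 calcium dye for 40 to 90 min at room temperature. After a 10 s baseline, compound was added and calcium influx was read kinetically for 3 min (ex 480/em 520 nm).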
GALK inhibitor: blocks human galactokinase activity; Purified GALK, Kinase-Glo residual ATP luminescence; P51570; Potency, µM (top dose mostly 57.5 µM), without a hit: at the highest dose activity change, negative = inhibition, hits mostly inhibitors; hit rate 0.007% among 270,000; note: potency is the fitted concentration of half-maximal effect; % is set by controls: 0 for no effect and ±100 for the full control effect
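Luminescence from leftover ATP (Ultra-Glo luciferase/luciferin) served as read-out after a 1 h room-temperature reaction of 5 nM GALK with 35 uM ATP and 100 uM galactose.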
a7 integrin act: activators of alpha7 integrin expression for muscular dystrophy; AID 624291; alpha7betagal myoblasts, beta-gal FDG fluorescence, 48 h; Potency, µM (doses to about 38.3 µM), inactives show at the top dose activation, usual class: activators; hit rate 0.064% among 350,000;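 note: potency is the fitted concentration of half-maximal effect; 100% = response of the positive control SU9516; nearly all actives have a fitted effect of over 60% in size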
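alpha7betagal+/- myoblasts (passage 13, 250/well) treated 48 h at 37C with compounds at 1:260 dilution of DMSO stock. Lysed, then beta-galactosidase activity read as FDG fluorescence (ex 480/em 540) after 30 min, with pre-read for autofluorescence.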
S-ASM inh: blocks human secretory acid sphingomyelinase; P17405; placental ASM, HMU-PC fluorogenic substrate, 60 min; Potency, µM (top dose mostly 57.5 µM), for the others: at the highest dose activity change, negative = inhibition, hits mostly inhibitors; hit rate 0.006% among 340,000; AID 504937; note: potency is the fitted concentration of half-maximal effect
Target sequence (P17405 47-631 limits assumed): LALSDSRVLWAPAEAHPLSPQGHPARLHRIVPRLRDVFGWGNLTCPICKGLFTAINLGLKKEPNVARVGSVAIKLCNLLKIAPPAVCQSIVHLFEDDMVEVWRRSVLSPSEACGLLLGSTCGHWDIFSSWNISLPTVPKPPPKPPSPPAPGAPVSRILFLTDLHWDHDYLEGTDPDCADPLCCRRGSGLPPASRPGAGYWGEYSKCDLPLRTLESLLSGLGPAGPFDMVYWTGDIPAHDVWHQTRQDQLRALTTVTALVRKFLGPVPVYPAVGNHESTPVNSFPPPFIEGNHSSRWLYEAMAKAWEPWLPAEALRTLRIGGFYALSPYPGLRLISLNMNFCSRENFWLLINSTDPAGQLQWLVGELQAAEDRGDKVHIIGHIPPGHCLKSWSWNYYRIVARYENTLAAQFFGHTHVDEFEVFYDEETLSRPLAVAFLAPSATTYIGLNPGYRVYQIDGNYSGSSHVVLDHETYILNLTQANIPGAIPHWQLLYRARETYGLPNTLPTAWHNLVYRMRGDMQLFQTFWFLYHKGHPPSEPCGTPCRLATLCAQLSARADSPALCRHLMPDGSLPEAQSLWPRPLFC
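qHTS format. ASM enzyme prepared from human placenta hydrolyses the fluorogenic substrate HMU-PC0 (9 uM final) over 60 min at 37 °C after a 10 min compound preincubation.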
* marks the source's active call; other numbers are inactive results; i = inactive; u = inconclusive; x = not tested or not shown; [ ] = dose if it differs, or a comment. Unless noted, calls come from the whole dose curve; as a rule, active = well fitted curve in the direction sought with a large enough effect; inconclusive = small, poorly fitted or top-dose-only effect, or another doubt; inactive = no such curve, though single readings can be large; an effect the other way counts as inactive or inconclusive.

SMILES	hERG WT inh	MBNL1 CUG block	FBPA coupling cs	MLL CXXC-DNA inh	KCNH2 3.1 block	AT treatment	TRPV1 ag	GALK inhibitor	a7 integrin act	S-ASM inh
COc1cc(OC)c(C2=NOC(C(=O)Nc3cc(C)nn3-c3ccccc3)C2)cc1Cl (stereo not given)	-2	-5%	-1	0%	7	11%	3	0%	-27%	-3%
O=C(NCCOCCOCCNC(=O)c1ccccc1)c1ccccc1	-6	-11%	3	7%	-1	6%	0	1%	12%	0%
COCc1cc(=O)n2[nH]c(C)nc2n1	2	3%	0	3%	-5	3%	4	1%	-4%	-1%
CC1CCN(CC(=O)Nc2nn(-c3ccccc3)nc2C(N)=O)CC1	1	-5%	4	u	-4	-5%	2	6%	16%	-1%
CC1CC(C)CN(C(=O)c2cccc(S(=O)(=O)NCc3ccccc3)c2)C1 (stereo not given)	1	x	x	x	-19	13%	x	x	-13%	0%
CCOC(=O)c1cnc(-n2nc(C)cc2C)nc1Oc1ccc(C#N)cc1	4	6%	0	-4%	0	4%	0	0%	-30%	2%
CC(=O)c1cccc(NS(=O)(=O)N2CCOCC2)c1	-5	0%	x	2%	14	0%	-1	-2%	4%	2%
CCOC(=O)N1CCC(NC(=O)c2cc(S(=O)(=O)N3CCc4ccccc43)cn2C)CC1	7	-9%	-2	6%	-3	-9%	2	-1%	-5%	-1%
COc1cccc(CNC(=O)CCC2CCCN(C(=O)C3=CC(=O)CC(C)(C)O3)C2)c1 (stereo not given)	-6	-16%	0	-9%	-8	4%	1	1%	-2%	5%
CN(C)S(=O)(=O)c1cccc(NC(=O)COC(=O)c2c[nH]c(=O)[nH]c2=O)c1	-1	4%	4	2%	3	4%	-1	2%	-16%	3%
COc1ccc(CCn2c(-c3ccco3)nc3nc4ccccc4nc32)cc1OC	x	u	-6	6%	x	4%	14	2%	x	x
CCOC(=O)c1nn(-c2ccc(C)c(C)c2)c(=O)c2c(N)scc12	7	u	-49*	-3%	-10	11%	-2	-1%	-14%	-8%
O=C(NC(Cc1ccccc1)C(=O)O)/C(=C/c1ccc([N+](=O)[O-])cc1)NC(=O)c1ccco1 (stereo not given)	-8	u	-1	-8%	-1	-1%	4	0%	12%	1%
CN(C(=O)CCCN1C(=O)c2cccc3cccc(c23)C1=O)c1ccccc1	-5	u	-11	23%	-8	8%	1	2%	-4%	-18%
CCC(=O)CCC(=O)c1ccc2ccccc2c1	-5	u	-1	-2%	11	9%	23	0%	12%	6%
CCOC(=O)c1cn[nH]c1N	21	-2%	0	4%	-6	9%	-4	-2%	0%	4%
CC(C)NC(=O)c1ccccc1NC(=O)Cc1ccc([N+](=O)[O-])cc1	-2	u	0	-15%	5	5%	-1	0%	0%	-2%
CCOC(=O)C1=C(CN2CCN(C(=O)OCC)CC2)NC(=O)NC1c1ccc2c(c1)OCO2 (stereo not given)	2	2%	5	-6%	15	-1%	5	1%	-39%	0%
O=C1CN(C(=O)c2ccc(Cl)c(S(=O)(=O)N3CCc4ccccc43)c2)c2ccccc2N1	1	4%	1	11%	-5	-10%	13	1%	-41%	-1%
Fc1cccc(CSc2ncnc3c2ncn3C2CCCCO2)c1 (stereo not given)	-1	x	x	x	-20	x	x	x	11%	0%

Some of the entries so far, with two lines to a compound.
Sequence of screens: hERG WT inh, MBNL1 CUG block, FBPA coupling cs, MLL CXXC-DNA inh, KCNH2 3.1 block, AT treatment, TRPV1 ag, GALK inhibitor, a7 integrin act, S-ASM inh
CC1CC(C)CN(C(=O)c2cccc(S(=O)(=O)NCc3ccccc3)c2)C1 (stereo not given)
→ 1, x, x, x, -19, 13%, x, x, -13%, 0%
CCOC(=O)c1cnc(-n2nc(C)cc2C)nc1Oc1ccc(C#N)cc1
→ 4, 6%, 0, -4%, 0, 4%, 0, 0%, -30%, 2%
CC(=O)c1cccc(NS(=O)(=O)N2CCOCC2)c1
→ -5, 0%, x, 2%, 14, 0%, -1, -2%, 4%, 2%

The main list resumes with the 2 entries that preceded the break.
SMILES	hERG WT inh	MBNL1 CUG block	FBPA coupling cs	MLL CXXC-DNA inh	KCNH2 3.1 block	AT treatment	TRPV1 ag	GALK inhibitor	a7 integrin act	S-ASM inh
O=C1CN(C(=O)c2ccc(Cl)c(S(=O)(=O)N3CCc4ccccc43)c2)c2ccccc2N1	1	4%	1	11%	-5	-10%	13	1%	-41%	-1%
Fc1cccc(CSc2ncnc3c2ncn3C2CCCCO2)c1 (stereo not given)	-1	x	x	x	-20	x	x	x	11%	0%
COC(=O)c1ccc2nc(-c3ccc(S(C)(=O)=O)cc3)cn2c1	6	8%	1	15%	-1	-2%	-5	1%	62%	35%[activator]
O=C(Nc1ccc(Oc2ccc(Br)cc2)cc1)C1=CC=CN2CCS(=O)(=O)N=C12	-9	x	x	x	-4	21%	0	x	7%	-22%
COc1ccc(NC(=S)N2CCC(NC(=O)c3ccccc3C)CC2)cc1	-10	1%	-1	7%	-8	5%	-1	3%	4%	3%
Cc1cc(OCC(=O)NNC(=S)NC(=O)c2ccc(Br)o2)ccc1Cl	39	-2%	x	18%	6	13%	1	-1%	-16%	1%
O=C(Cn1cnc2ccccc2c1=O)Nc1ccc2c(c1)OCO2	7	12%	2	-8%	2	4%	0	3%	-11%	2%
CCCN(C(=O)CN1C(=O)NC2(CCCCCC2)C1=O)C1CCS(=O)(=O)C1 (stereo not given)	1	-4%	7	-3%	3	-2%	0	3%	-11%	0%
O=C(Nc1ccc(CN2CCOCC2)cc1)c1ccc(-c2cc(Cl)ccc2Cl)o1	8	11%	2	36%[activator]	-76*	0%	21	-4%	-58%[inhibitor]	u
COC(=O)c1cc2c(C)nn(-c3ccccc3)c2s1	1	18%	0	-17%	8	1%	13	-1%	0%	-3%
COc1cccc(C(=O)/C=C2\Sc3ccccc3N2C)c1	9	u	-20	14%	22	9%	23	4%	u	460%[activator]
COC(=O)c1ccc(NC(=O)c2cc3c(CO)cnc(C)c3oc2=Nc2cccc(C(N)=O)c2)cc1	2	9%	-2	2%	-9	-3%	2	x	u	-1%
COc1ccccc1CNC(=O)CCS(=O)(=O)c1ccc2c(c1)CC(C)N2C(=O)C1CC1 (stereo not given)	-5	-1%	x	6%	-15	-5%	3	-3%	10%	-1%
CCOc1cc(/C=N/NC(=O)Cc2ccc(C(F)(F)F)cc2[N+](=O)[O-])ccc1O	17	x	-1	3%	2	-1%	-3	-1%	-3%	-1%
Cc1cc(C)cc(N(C(C)C(=O)NCc2ccc3c(c2)OCO3)S(C)(=O)=O)c1 (stereo not given)	-5	2%	0	-3%	3	-3%	0	8%	12%	-2%
CC(=O)OCC1OC(n2ncc(=O)n(Cc3ccccc3)c2=O)C(OC(C)=O)C1OC(C)=O (stereo not given)	3	-7%	1	-1%	-2	-1%	1	2%	-7%	2%
COc1ccc(CCNc2nnc(Sc3nnnn3-c3ccccc3)s2)cc1OC	0	-7%	0	-3%	6	-12%	8	1%	-48%[inhibitor]	2%
COc1ccc(CCNC(=S)NCc2cccs2)cc1OC	-3	-5%	3	7%	-5	-3%	u	4%	10%	-3%
O=C(Nc1cccc(C(=O)N2CCOCC2)c1)c1ccccc1	9	-5%	x	-5%	2	-2%	2	-5%	5%	0%
COC(=O)Cc1ccc(NC(=S)N2CCCC(C)C2)cc1 (stereo not given)	i	12%[11.5 µM]	2	1%	10	1%	0	x	0%	1%
Cn1c(-c2sc(=S)n(-c3ccccc3)c2N)nc2ccccc21	3	8%	0	-3%	x	6%	-1	-5%	14%	17%
O=C(NNc1ccnc2cc(Cl)ccc12)C1CCCCC1	-1	3%	-1	21%	16	-1%	u	3%	-46%[inhibitor]	8%
O=C(CSc1nc2ccccc2[nH]1)Nc1cccc(S(=O)(=O)N2CCOCC2)c1	9	0%	1	5%	-5	6%	6	-2%	19%	-9%
NC(=O)c1cccc(CC(=O)c2ccccc2)c1	-17	-8%	4	0%	16	-2%	8	2%	8%	2%
COc1ccc(N2CCN(S(=O)(=O)CCNC(=O)Cc3ccc([N+](=O)[O-])cc3)CC2)cc1	0	4%	3	15%	4	1%	2	-1%	2%	-1%
COc1cc(S(=O)(=O)N2CCN(C)CC2)ccc1Cl	-7	2%	4	-3%	-19	-1%	-2	0%	32%	4%
O=C(CC(c1ccccc1)c1ccco1)N1CCCCC1 (stereo not given)	x	2%	0	-3%	x	-3%	24	-2%	x	x
COc1cc(CCC(=O)OCC(=O)Nc2ccc(C)cc2Br)cc(OC)c1OC	-10	-4%	1	3%	1	4%	-2	2%	-32%	0%
Cc1cc(C)cc(NC(=O)COc2coc(CN3CCc4ccccc43)cc2=O)c1	7	x	x	x	-2	-6%	0	x	-1%	-1%
CCOC(=O)CNC(=O)C1CCC(CNS(=O)(=O)c2cccc3nsnc23)CC1 (stereo not given)	23	u	x	-5%	3	1%	1	4%	9%	1%
